Screening results: PubChem BioAssay, National Center for Advancing Translational Sciences (NCATS)
Abeta yeast res = compounds reversing amyloid beta toxicity in yeast | yeast expressing A-beta42, growth rescue, OD600, 48 h; response scale: 0% DMSO, 100% iron-clioquinol control | Potency, µM (top dose mostly 46.1 µM), inactives show at the highest dose growth rescue, actives largely listed as activators | actives 0.063% (n = 410,000); note: potency is the fitted concentration of half-maximal effect; nearly all actives have a fitted effect of over 55% in size
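Yeast A-beta toxicity model in growth medium with pinned compounds, 48 h at 30 C; growth read as absorbance at 600 nm. Normalized to FeCl3/clioquinol equimolar mix (positive) and DMSO (negative).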
MmCpn inh = blocks the Methanococcus maripaludis chaperonin Mm-Cpn | purified Mm-Cpn ATPase, ADP Transcreener TR-FRET | Potency, µM (highest dose often 76.9 µM), for the others: at the top dose activity, negative = inhibition, most hits filed as inhibitors | actives 0.031% (n = 330,000) | AID 504842; note: potency is the fitted concentration of half-maximal effect; % is set by controls: 0 for no effect and ±100 for the full control effect; nearly all actives have a fitted effect of over 80% in size
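Purified archaeal chaperonin (25 nM final) was preincubated with compound for 10 min at 37°C, then ATP (10 uM final) was added for 30 min at 37°C in Tris pH 7.4/KCl/MgCl2/DTT buffer. ADP was quantified by HTRF Transcreener TR-FRET.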
A549 viability = counter-screen for Nrf2 inhibitors: cytotoxicity in A549 cells; A549 ARE-Fluc cells, CellTiter-Fluor viability, 18-24 h; Potency, µM (highest dose often 46 µM), for the others: at the top dose activity change, negative = cytotoxicity, actives largely listed as inhibitors; actives 0.16% (n = 390,000); AID 504648; note: potency is the fitted concentration of half-maximal effect; % is set by controls: 0 for no effect and ±100 for the full control effect
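A549 ARE_Fluc cells in 5% FBS OPTI-MEM were exposed to compounds in concentration-response for 18-24 h at 37 deg C. Viability was read by CellTiter-Fluor fluorescence (Ex 405/Em 525) after 30 min, before the luciferase read.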
Akt phos inh = inhibitors of Akt phosphorylation. activity change, % for hits at 50 µM. Neuro2A IGF-stimulated pAkt S473 HTRF, 20 min; active compounds read low. AID 651550. actives 0.32% (n = 360,000); in the data active = activity change below about -80%; inconclusive = mostly about -51% to -80%; note: % is set by controls: 0 for no effect and ±100 for the full control effect
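Neuro2A cells (4,500/well, DMEM with 0.5% FBS) were treated with compound at a single 50 µM final concentration, stimulated with 6 nM IGF for 20 min at 37 °C, and lysed. Phospho-Akt Ser473 was read by HTRF as 665/615 ratio ×10^4.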
Nrf2 block = Nrf2 pathway inhibition | A549 ARE-Fluc reporter, luciferase luminescence, 18-24 h | Potency, µM (series often up to 46 µM), inactives show top-dose activity change, negative = inhibition, actives largely listed as inhibitors | actives 2.1% (n = 360,000); note: potency is the fitted concentration of half-maximal effect; % is set by controls: 0 for no effect and ±100 for the full control effect; nearly all actives have a fitted effect of over 60% in size
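Quantitative HTS in A549 cells stably bearing an antioxidant response element-firefly luciferase construct. Inhibition of Nrf2-driven transcription was scored by luminescence after 18-24 h of compound exposure at 37 °C.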
CCT modulator = cytosolic chaperonin activity modulation. activity change, % (test concentration not listed), hits read low. purified chaperonin ATPase assay, HTRF ADP detection, 30 min. actives 0.3% (n = 360,000); in the data active = activity change below about -30%; note: % is set by controls: 0 for no effect and ±100 for the full control effect
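We incubate TRiC, 40 or 20 nM final, with library compounds at 76 uM and 10 uM ATP for 30 min at 37 °C. ADP formed is detected with Transcreener HTRF reagents after 30 min at room temperature.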
HepG2 tox = kills HepG2 cells in TGF-b inhibitor counter-screen; actives 0.76% (n = 410,000); HepG2 CAGA-GFP viability, ATP luminescence, 18 h; Potency, µM (titrated, usually from 46.1 µM), inactives show at the top dose activity change, negative = cytotoxicity, most hits filed as cytotoxic; note: potency is the fitted concentration of half-maximal effect; some results filed as inactive show a strong effect at the top dose
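HepG2 CAGA-GFP cells (1000/well, DMEM with 1% FBS) received compound, then TGF-beta at 500 pg/mL final, and were incubated 18 hours at 37 degrees C. Viability was read by CellTiter-Glo luminescence. Media-only wells were set as complete cell-killing and DMSO as no toxicity.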
Nrf2 activator = activates Nrf2 signaling. actives 0.31% (n = 410,000). AREc32 ARE-luciferase reporter (MCF7-derived line), luminescence, 24 h. Potency, µM (highest dose often 46.1 µM), without a hit: at the top dose activation, hits mostly activators; note: potency is the fitted concentration of half-maximal effect; % of control where 0% means no effect; nearly all actives have a fitted effect of over 65% in size
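Each well held 1000 AREc32 cells, which were incubated with compound for 24 hr at 37 deg C after overnight attachment, and ARE reporter activity was quantified by firefly luciferase luminescence.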
TGFb inhibitor = inhibitors of TGF-b signaling | AID 588855 | HepG2 CAGA-GFP TGF-b/SMAD3 reporter, GFP fluorescence, 18 h; TGF-beta stimulated, 500 pg/mL final | Potency, µM (highest dose often 46.1 µM), without a hit: top-dose activity, negative = inhibition, hits mostly inhibitors | actives 1.2% (n = 410,000); note: potency is the fitted concentration of half-maximal effect; % is set by controls: 0 for no effect and ±100 for the full control effect; nearly all actives have a fitted effect of over 65% in size
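First, reporter cells (HEPG2 CAGA-GFP) rested 2 h at 37 degrees C. Next, compounds were pinned in and TGF-beta added to 500 pg/mL final. After 18 h, GFP was imaged per cell and summed per well.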
* marks the source's active call; other numbers are inactive results; i = inactive; ? = inconclusive; nt = not tested or not shown; [ ] = remark or other dose. Unless noted, calls come from the whole dose curve; as a rule, active = well fitted curve in the direction sought with a large enough effect; inconclusive = small, poorly fitted or top-dose-only effect, or another doubt; inactive = no such curve, though single readings can be large; an effect the other way counts as inactive or inconclusive. Rows are unselected, and some 4.3% of all compounds hit somewhere here.

SMILES	Abeta yeast res	MmCpn inh	A549 viability	Akt phos inh	Nrf2 block	CCT modulator	HepG2 tox	Nrf2 activator	TGFb inhibitor
CCc1cccc(C)c1NC(=O)Nc1csc2c1CCCC2	-12.3%	nt	-11.4%	nt	-3.2%	nt	-17.0%	-0.6%	6.9%
CCCc1cc(=O)oc2cc(OCC(=O)N3CCC(C(N)=O)CC3)ccc12	-19.8%	-0.5%	9.3%	i	-5.8%	1.3	-26.7%	-0.9%	?
CCN1C(=O)[C@H]2[C@@H](c3ccc(C)cc3)N3C(=O)N(c4ccc(OC)cc4)C(=O)[C@@]3(CC)[C@H]2C1=O	-7.5%	-0.1%	-9.9%	i	14.9%	-0.4	4.6%	0.2%	-11.9%
O=C1c2ccccc2C(=O)N1CC(O)COc1ccc(Cl)cc1 (stereo not given)	2.5%	-0.1%	0.9%	i	-1.0%	1.7	3.2%	2.0%	90.0%[activator]
O=C(CCNc1cccc(C(F)(F)F)c1)c1ccco1	-8.1%	0.9%	-6.3%	nt	22.5%	2.4	-57.3%	15.8µM*	?
COc1ccc(-n2nnnc2-c2cnc(N3CCCC3)nc2C(F)(F)F)cc1	10.9%	0.9%	-23.5%	i	18.4µM*	-1.1	-22.4%	3.9%	?
COc1cc(C(=O)NCCCNc2nc3c(C)cc(C)cc3cc2C#N)cc(OC)c1OC	17.1%	1.1%	10.5%	i	0.0%	2.5	4.6%	2.0%	6.2%
COc1ccc(NS(=O)(=O)c2cc(NC(=O)C3CCCO3)ccc2N2CCCCC2)cc1 (stereo not given)	-0.8%	0.8%	?	i	?	-3.1	2.9%	0.8%	?
O=C(Nc1ccc(Cl)cc1)c1ccc2nsnc2c1	-1.3%	-5.0%	2.9%	i	8.4%	-1.4	-26.1%	7.8%	-23.9%
COc1ccc(-n2nc(C(=O)Nc3cc(C)ccn3)c3c4ccccc4n(C)c3c2=O)cc1Cl	-21.6%	nt	11.1%	nt	21.5%	nt	-3.1%	-0.4%	2.0%
O=C(NCCCN1CCCC1=O)C1CCN(S(=O)(=O)c2cccc(C(F)(F)F)c2)CC1	8.3%	1.0%	0.2%	i	-3.4%	-0.1	-5.9%	-0.4%	8.4%
C[C@@H]1CCCCO[C@H](CN(C)Cc2ccc(Cl)c(Cl)c2)[C@H](C)CN([C@@H](C)CO)C(=O)c2cc(NC(=O)Nc3ccc(F)cc3)ccc2O1	10.3%	nt	nt	i	nt	8.7	-23.0%	-2.5%	10µM*
O=C(Nc1cc(Cl)ccc1N1CCOCC1)c1ccc(=O)[nH]c1	-3.7%	-0.2%	0.7%	i	-10.3%	-3.8	-74.3%	5.5%	6.7%
CCC(C)C(=O)Nc1nc2c(s1)C(=O)CC(C)(C)C2 (stereo not given)	0.7%	-2.9%	-1.7%	i	5.2%	-0.4	-9.8%	-1.1%	-1.4%
Cc1ccc(-c2nnc(Nc3ccc(Cl)c(Cl)c3)c3ccccc23)cc1S(=O)(=O)N(C)C	7.4%	nt	-7.5%	nt	-18.8%	nt	-12.0%	0.9%	-15.2%
CSc1ccc(CN2CCC(C)(Oc3ccccc3)C2)cc1 (stereo not given)	-6.9%	nt	nt	i	nt	-1.8	-24.5%	3.6%	24.5%
CC(C)N(CCCNC(=O)CC1Oc2ccccc2NC1=O)Cc1ccccc1 (stereo not given)	4.3%	-2.6%	-2.8%	i	13.4%	-1.2	-3.5%	-0.5%	10.9%
COc1ccc(Cn2c(=O)c3oc4ccccc4c3n(Cc3ccc(F)cc3)c2=O)cc1	-14.7%	nt	7.3%	nt	5.2%	nt	-4.0%	0.2%	7.8%
CCn1cc(C(=O)NCc2ccc(Cl)cc2)c(=O)c2cc(S(=O)(=O)N3CCOCC3)ccc21	-20.3%	3.3%	-3.9%	i	?	1.1	-0.1%	-0.5%	-0.6%
COc1ccc(-c2nc3ccc(C)cn3c2Cc2ccc(C)cc2)cc1OC	4.0%	nt	nt	i	nt	-2.3	-25.4%	6.8%	?
COc1ccc(S(=O)(=O)N(C)C[C@H]2Oc3c(NC(=O)C4CC4)cccc3C(=O)N([C@H](C)CO)C[C@@H]2C)cc1	0.0%	-1.7%	2.5%	i	7.0%	-3.5	2.3%	3.7%	9.7%
COc1ccc(C2=Nc3ccccc3NC(c3cccs3)=N2)cc1	8.2%	nt	15.4%	nt	-4.8%	nt	4.7%	0.5%	-4.2%
O=S(=O)(/C=C/c1ccccc1)N1CCN(Cc2ccc3c(c2)OCO3)CC1	9.4%	0.3%	6.6%	i	?	-1.2	-22.8%	2.6%	?
O=C(CSc1ccc2nc(-c3ccccc3)cn2n1)Nc1ccccc1C(F)(F)F	-11.4%	nt	-9.5%	nt	nt	nt	-9.9%	-1.0%	0.9%
Oc1ccccc1C1=NC(c2ccccc2)NC(c2ccccc2)C1 (stereo not given)	-17.4%	nt	nt	i	nt	-1.8	6.5%	?	-16.8%
Cc1cccc(N2CC(C(=O)OCC(=O)c3ccc(OC(=O)c4cccs4)cc3)CC2=O)c1C (stereo not given)	-4.7%	0.3%	1.1%	i	-17.7%	-1.4	-1.7%	3.2%	5.4%
CCc1ccc(C2=NN(CCC(=O)NCc3cccs3)C(=O)CC2)cc1	6.8%	-2.9%	16.1%	i	5.0%	1.7	3.5%	-0.5%	?
CCOC(=O)c1cc(C#N)c(N2CCN(C(=O)c3cccc(C(F)(F)F)c3)CC2)nc1C(F)(F)F	5.0%	0.5%	-26.1%	i	?	0.1	-41.3%	0.8%	?
Cc1cc(C)cc(NC(=O)Cc2c(C(=O)O)c(C)cn2C)c1	-0.5%	nt	4.3%	nt	nt	nt	2.9%	-0.5%	29.3%
Cc1nc(N2CCN(c3ccccn3)CC2)c2c(C)c(C(=O)Nc3ccc(F)c(Cl)c3)sc2n1	1.2%	-15.7%	-15.3%	i	16.4µM*	-3.0	-3.1%	0.1%	-0.5%
Cc1ccc2nnnc(-c3ccccc3)c2c1	-4.9%	1.2%	0.3%	i	11.4%	0.6	-3.8%	-0.5%	9.2%
COc1ccccc1NC(=O)C(=O)N/N=C(\C)CC(=O)Nc1ccc(OCc2ccccc2)cc1	8.1%[9.22 µM]	-2.8%	-1.2%	i	nt	-0.7	-0.3%	2.4%	18.2%
CCOC(=O)C1CCCN(C(=O)CN2C(=O)NC(C)(c3ccc4ccccc4c3)C2=O)C1 (stereo not given)	-7.7%	-0.8%	-2.8%	i	2.2%	-1.9	-2.8%	2.3%	-16.7%
CCOc1ccccc1/C=C(/NC(=O)c1ccccc1)C(=O)N1CCCCC1	4.4%	2.7%	-11.1%	i	-6.2%	-0.6	4.8%	1.5%	20.2%
COc1ccc(CCN(C)CC(=O)Nc2c(C)cc(C)cc2C)cc1OC	-5.6%	0.1%	9.2%	i	?	-0.8	-5.1%	1.9%	-0.7%
CC(=O)Nc1ccc(OCC(O)Cn2cnc3ccccc32)cc1 (stereo not given)	-1.5%	0.6%	2.9%	i	-18.0%	-0.6	-1.4%	-0.5%	-1.5%
Cc1cc(NC(=O)CSc2nc3ccccc3n2CC(=O)N2CCCCC2)no1	-2.0%	0.6%	-9.1%	i	-20.8%	-2.5	-21.3%	-0.7%	-26.6%
Cc1nc(-c2ccc(S(=O)(=O)N(C)Cc3ccccc3)cc2)co1	-13.7%	nt	9.0%	nt	nt	nt	-18.4%	1.1%	-9.4%
C(=NN1CCCCCC1)c1ccc2ccccc2n1	-49.2%[inhibitor]	nt	-9.7%	i	18.4µM*	0.7	-20.0%	-1.9%	-9.0%
CN(C)Cc1c[nH]c2nc[nH]c(=O)c12	-0.4%	nt	-3.7%	i	1.6%	-2.0	9.8%	0.1%	9.2%
CC1(C)Cc2ccccc2C(=NCC(=O)O)N1	-6.2%	1.5%	-1.8%	i	3.9%	-1.5	-4.6%	0.1%	0.0%
COc1cc(N)ccc1Nc1c2ccccc2nc2ccccc12	-24.9%	nt	nt	i	nt	-4.2	-73.7%	15.4%	?
COc1ccccc1NC(=O)CSc1nnc(-c2ccc(NC(C)=O)cc2)n1C	0.2%	-0.2%	-10.4%	i	nt	0.5	6.1%	-0.2%	?
COc1ccc(N2CCN(C(=O)CCS(=O)(=O)c3ccc4c(c3)NC(=O)CO4)CC2)cc1	-0.4%	-3.8%	3.7%	i	-14.0%	-1.3	7.2%	-0.3%	-1.3%
CCOc1cc(C2CC(=O)NC3=C2C(=O)C(C(=O)OC)C(C)C3)cc(Cl)c1O (stereo not given)	2.7%	0.1%	1.5%	i	nt	-1.2	19.7%	-0.7%	39.0%
O=C(COC(=O)c1c(F)cccc1F)Nc1cccc(S(=O)(=O)N2CCCCC2)c1	32.3%	nt	nt	i	nt	1.0	-0.6%	-1.3%	-0.6%
COc1ccccc1-c1nc(C#N)c(N2CCN(Cc3ccccc3)CC2)o1	20.9%	-3.0%	-2.8%	i	-10.8%	-0.8	3.3%	4.2%	-1.7%
Cc1ccc(S(=O)(=O)NNC(=O)c2ccccc2-n2cccc2)cc1	5.9%	-0.4%	-0.4%	i	12.9%	-1.4	-25.6%	0.7%	-2.8%
Cc1ccc(CCNc2ncnc3onc(-c4ccc(F)cc4)c23)cc1	5.1%	nt	6.6%	nt	?	nt	0.1%	-1.6%	9.6%
Cc1onc(-c2c(F)cccc2Cl)c1C(=O)Nc1nnc(C(F)(F)F)s1	-24.2%	?	?	i	1.46µM*	-0.1	-26.0%	4.9%	17.8µM*
